HIV peptide binding: inhibitors of HIV fusion peptide binding, primary screen, biochemical, uHTS, fluorescence dequenching (AID 1986) | cell-free peptide binding, fluorescence dequenching, 30 min; higher % means a stronger effect | one-dose inhibition, % at 20 µM; IC50 in µM for titrated hits | 0.3% of 290,000 active; in the data active = inhibition mostly above about 52%, no sharp cut-off; inactive = mostly below about 76%; also: some results filed as inactive read as strong as hits
PhoP inhibition: inhibitors of PhoP regulon expression, primary screen, Salmonella Typhimurium, GFP reporter (AID 1863) | S. Typhimurium PhoP-regulated promoter GFP reporter, 4 h; higher % means a stronger effect | inhibition, % at 50 µM; hits with a dose series show IC50 in µM | 0.16% of 300,000 active;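 active = inhibition over 29.93%, a cutoff 3 SD above the screen mean, later confirmed by dose response; inconclusive = inhibition over 29.93% but no dose response follow-up; inactive = inhibition at most 29.93% or unconfirmed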;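 also: 0% = low Mg2+ inducing control and 100% = high Mg2+ repressing control; strong numbers were not always called active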
KOR beta-arrestin-1: KOR antagonists, beta-arrestin recruitment, cell-based, luminescence, uHTS (AID 1778) | 0.091% of 290,000 active | Kappa-type opioid receptor (Homo sapiens) | inhibition, % at 10 µM, or IC50 in µM where a hit was titrated | KOR beta-arrestin recruitment, luminescence, antagonist mode; higher % means a stronger effect; also: strong numbers were not always called active
KOR beta-arrestin-2: KOR agonists, beta-arrestin recruitment, primary screen, cell-based, luminescence, uHTS (AID 1777); activation, % at 10 µM, or EC50 in µM where a hit was titrated; 0.02% of 280,000 active; KOR beta-arrestin recruitment, luminescence; higher % means a stronger effect; Kappa-type opioid receptor (Homo sapiens); in the data active = activation above about 50%, passing the limit was not always enough; also: a part of the inactive calls stands beside numbers as strong as those of hits
NOD1 inhibition: NOD1 signaling inhibitors, primary screen, cell-based, luminescence, uHTS (AID 1578) | 1% of 290,000 active | NOD1-driven NF-kB luciferase reporter cells, luminescence; higher % means a stronger effect | inhibition, % at 4 µM; hits with a dose series show EC50 in µM; in the data active = inhibition mostly above about 36%, no sharp cut-off; inactive = mostly below about 34%;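 also: HEK-293T reporter cells stimulated with the NOD1 agonist gamma-tri-DAP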
HEK293 NOD2/NF-kB: NOD2 signaling inhibitors, cell-based, luminescence, uHTS, HEK293 (AID 1566). HEK293 NOD2/NF-kB luciferase reporter, luminescence; higher % means a stronger effect. inhibition, % at 4 µM; hits with a dose series show EC50 in µM. 0.63% of 290,000 active; also: many of its hits are not listed in these tables
Siah-1 displacement: Siah-1 peptide-binding antagonists, primary screen, biochemical, fluorescence polarization, rhodamine-plectin, uHTS (AID 1817) | Siah-1 / rhodamine-plectin peptide fluorescence polarization; higher % means a stronger effect | E3 ubiquitin-protein ligase SIAH1 (Homo sapiens) | 0.02% of 290,000 active | displacement, % at 20 µM, or IC50 in µM where a hit was titrated;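 active = displacement of at least 50% at 20 µM, with a fluorescence ratio check between 0.3 and a set limit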;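 also: plate controls were Siah plus tracer with DMSO for no effect and tracer alone without Siah for full effect; strong numbers were not always called active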
LYP inhibition: inhibitors of LYP phosphatase, biochemical, fluorescence intensity, uHTS (AID 1779); recombinant LYP phosphatase, fluorescence intensity; higher % means a stronger effect; inhibition, % at 11.5 µM, or IC50 in µM where a hit was titrated; Tyrosine-protein phosphatase non-receptor type 22 (Homo sapiens); 0.054% of 290,000 active;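 also: plate controls were vehicle with enzyme for no effect and no enzyme for full effect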
Myeloid diff 2: induction of myeloid progenitor differentiation, primary screen, cell-based, flow cytometry, MLPCN library | 1% of 360,000 active | ER-HoxA9 myeloid progenitors, lysozyme-GFP differentiation | calls only at 10 µM;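 active = normalized GFP-positive differentiation at or above the plate's own cutoff, the solvent-only control mean plus 3 SD; inconclusive = no clear call, values can overlap the other calls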;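 also: cells exposed to compound for four days before flow analysis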
Myeloid diff 2 GFP+ MAC1+ %: recorded beside Myeloid diff 2, whose call it bears; GFP+ MAC1+ double positive, %; measured here: differentiation confirmed by MAC1 staining
Starred values were filed as active, the others as inactive; i = inactive; u = inconclusive; x = no result given; + = active, no number; [ ] = remark or other dose. Rule as the data show it, unless noted: active = inhibition above about 50%; inactive = the rest. The list is partial. The share of hits here may be higher or lower than overall.

SMILES	HIV peptide binding	PhoP inhibition	KOR beta-arrestin-1	KOR beta-arrestin-2	NOD1 inhibition	HEK293 NOD2/NF-kB	Siah-1 displacement	LYP inhibition	Myeloid diff 2	Myeloid diff 2 GFP+ MAC1+ %
Cc1ccc(NC(=O)Nc2ccc(F)c(Cl)c2)cc1	1.6%	-0.7%	-0.3%	0.0%	-25.5%	-61.1%	-4.7%	-6.2%	i	0.3
Cc1ccccc1C1NC(=O)Cc2ccccc21 (stereo not drawn)	-2.0%	-3.8%	-27.0%	-8.6%	20.2%	2.3%	-4.7%	-5.3%	i	0.7
COc1cccc(CNC(=O)c2ccccc2-c2ccccc2)c1	0.3%	-4.2%	-38.0%	2.4%	-7.5%	-12.4%	-3.0%	-8.3%	i	2.6
CCN(CC)CC(=O)Nc1c2c(nc3ccccc13)N(C)CC2	1.7%	-8.1%	-13.6%[20 µM]	1.7%	-21.5%	-0.7%	5.1%	-11.0%	i	0.3
O=C(CN1C(=O)COc2ccccc21)N(Cc1cccnc1)Cc1ccccc1F	-2.1%	-2.2%	12.8%	11.1%	-27.2%	-1.9%	2.3%	2.4%	i	3.2
CCOC(=O)N1CCN(C(=S)Nc2cc(S(=O)(=O)N3CCOCC3)ccc2Cl)CC1	0.8%	15.8%	5.6%	-6.5%	-25.9%	12.6%	5.5%	-1.5%	i	1.3
C#CCN1C(=O)C2C(C(=O)NC)C3C=CC2(O3)C1C(=O)NCc1ccc(OC)cc1 (stereo not drawn)	-1.6%	4.4%	-4.6%	1.8%	-19.6%	-10.4%	1.4%	-9.4%	i	0.5
CCc1nc(N2CCC(C)CC2)c2oc3ccccc3c2n1	0.5%	3.0%	-17.8%	-2.1%	-5.3%	-12.7%	2.8%	-2.2%	i	5.8
CCOC(=O)N1CCN(C(=O)c2ccc3c(=O)n(-c4ccc(OC)cc4)c(=S)[nH]c3c2)CC1	-0.7%	1.7%	-8.0%	4.8%	x	8.1%	2.3%	6.3%	i	0.0
CN(CCC#N)C(=O)COC(=O)c1cc(Cl)cc(Cl)c1N	-2.3%	-6.1%	3.3%	-4.0%	-15.9%	19.8%	-3.9%	-16.3%	i	0.5
O=C(NC1CCCC1)C1CC(=O)N(C2CCCCCCC2)C1 (stereo not drawn)	1.2%	-5.2%	-5.5%	3.4%	11.9%	2.0%	3.8%	-7.0%	i	6.6
O=C(CN1CCN(c2ncccn2)CC1)Nc1ccccc1-n1cccc1	-0.3%	3.7%	-46.1%	6.5%	-16.4%	13.6%	1.9%	-9.0%	+	22.3*
Cc1nn(CCC(=O)NCCc2ccccc2Cl)c(=O)c2nn(-c3ccccc3)c(C)c12	1.3%	-2.5%	10.3%	0.9%	-17.9%	10.7%	4.6%	0.5%	i	0.8
COc1cnc(-c2ccccn2)nc1N(C)c1ccccc1	0.7%	1.2%	-17.5%	2.2%	-0.7%	-118.0%	-5.3%	-4.3%	u	x
Cc1noc(C)c1C(=O)NC1=NCCS1	0.6%	-1.4%	-21.8%	4.5%	-27.8%	2.1%	2.4%	-4.4%	i	1.7
Cc1ccccc1-c1nc(CN2CCC(C(=O)O)CC2)c(C)o1	-1.6%	7.4%	9.2%	-7.3%	1.7%	-5.0%	0.2%	-10.6%	i	2.3
CCS(=O)(=O)N1Cc2ccccc2CC1C(=O)N1CCN(c2cccc(C)c2C)CC1 (stereo not drawn)	-2.7%	-10.0%	-22.3%	6.6%	-12.6%	-6.6%	1.2%	1.9%	i	0.6
C/C(=N\NS(=O)(=O)c1c(C)cc(C)cc1C)c1ccncc1	2.6%	5.2%	-12.4%	-3.1%	-16.9%	7.4%	-1.1%	-1.5%	i	1.5
CCC(C)Sc1nnc(Cc2cc(=O)[nH]c(=O)[nH]2)n1-c1ccc(OC)cc1 (stereo not drawn)	0.9%	12.3%	12.8%	-7.7%	-19.0%	2.0%	-0.5%	0.6%	i	1.5
Cc1nn(-c2ccccc2)nc1-c1nnc(-c2ccc(C(F)(F)F)cc2)o1	-3.3%	0.2%	13.1%	2.7%	3.9%	-28.5%	-0.8%	-7.8%	i	0.5
O=C(O)c1ccc(N/N=C/c2c[nH]c3ccccc23)cc1	6.4%	2.3%	12.1%	-1.2%	27.2%	30.8%	2.9%	-0.9%	i	0.6
COc1cc(OC)cc(C(=O)N2CCN(Cc3ccc4c(c3)OCO4)CC2)c1	-1.1%	-2.6%	-27.8%[20 µM]	6.1%	7.1%	2.8%	-3.1%	-6.2%	i	0.3
O=C(c1ccc(N2CN(C(=O)c3ccco3)c3nc4ccccc4nc32)cc1)N1CCOCC1	-0.2%	-1.3%	x	2.6%	-4.3%	-2.3%	2.5%	-1.3%	+	5.9*
Cc1ccc(C(C)NC(=O)C2CCCO2)cc1C (stereo not drawn)	-0.1%	-2.7%	0.2%	1.8%	21.4%	-2.1%	-4.7%	-4.2%	i	3.8

By substructure: those above with a furan ring, fused or not.
SMILES	HIV peptide binding	PhoP inhibition	KOR beta-arrestin-1	KOR beta-arrestin-2	NOD1 inhibition	HEK293 NOD2/NF-kB	Siah-1 displacement	LYP inhibition	Myeloid diff 2	Myeloid diff 2 GFP+ MAC1+ %
CCc1nc(N2CCC(C)CC2)c2oc3ccccc3c2n1	0.5%	3.0%	-17.8%	-2.1%	-5.3%	-12.7%	2.8%	-2.2%	i	5.8
O=C(c1ccc(N2CN(C(=O)c3ccco3)c3nc4ccccc4nc32)cc1)N1CCOCC1	-0.2%	-1.3%	x	2.6%	-4.3%	-2.3%	2.5%	-1.3%	+	5.9*

Next section:
SMILES	HIV peptide binding	PhoP inhibition	KOR beta-arrestin-1	KOR beta-arrestin-2	NOD1 inhibition	HEK293 NOD2/NF-kB	Siah-1 displacement	LYP inhibition	Myeloid diff 2	Myeloid diff 2 GFP+ MAC1+ %
CCOc1ccc(-n2nc(C(=O)NC3CCCCC3)c3ccccc3c2=O)cc1	-0.2%	11.4%	-0.6%	-2.1%	8.4%	7.6%	-3.8%	-4.4%	i	2.5
O=c1c2c3c(sc2ncn1/N=C/c1ccc(Br)o1)CCCC3	2.0%	7.5%	-7.8%	5.5%	-26.3%	-1.0%	-2.8%	1.6%	i	3.6
COc1ccc(-c2c3c(=O)n(C)c(=O)n(C)c3cn2-c2ccccc2)cc1	-2.3%	3.4%	27.2%	-1.5%	-19.9%	7.3%	4.5%	1.3%	i	0.5
O=C(CCCOc1ccc(Cl)cc1Cl)Nc1ccccn1	-0.6%	-14.5%	-50.4%[20 µM]	-2.6%	-27.2%	-183.1%	-0.9%	-3.8%	i	0.8
Fc1cccc(CN2CCN(C(=S)NCCc3ccccc3)CC2)c1	0.9%	-6.0%	-19.3%	-1.0%	-20.9%	-2.8%	12.8%	-3.6%	i	0.2
CCOc1ccc2[nH]c(=O)c(C(c3nnnn3Cc3ccco3)N3CCN(C)CC3)cc2c1 (stereo not drawn)	6.7%	11.7%	-48.1%[20 µM]	x	-29.4%	7.5%	-6.5%	-5.7%	i	0.2
CCOc1ccc(CCNC(=O)CCn2nc(C)c3c(C)n(-c4ccccc4)nc3c2=O)cc1	0.9%	-7.4%	2.9%	-1.8%	-9.4%	16.4%	3.9%	-2.0%	i	0.0
Cc1ccc(C(=O)N(c2ccccc2)C2CC(C)N(C(=O)c3ccco3)c3ccccc32)cc1 (stereo not drawn)	-3.2%	9.3%	-7.0%	3.7%	46.3%	7.9%	-0.6%	3.0%	i	1.5
N#CC1=C(N)SC(N)=C(C#N)C1C1C=CCCC1 (stereo not drawn)	13.5%	-2.9%	-30.1%	-1.0%	-6.8%	-0.2%	-5.7%	-7.9%	i	1.2
Cc1ccccc1Oc1nc2ccccc2n2cnnc12	-0.9%	-1.1%	-14.4%	0.3%	-13.4%	12.0%	1.7%	-5.3%	i	0.3
Cn1cc(CN2CCC(N3CCNC(=O)CC3)CC2)c(-c2ccccc2F)n1	0.3%	x	5.6%[20 µM]	-2.3%	-11.2%	13.8%	-2.8%	-9.6%	i	0.8
Oc1ccc(C(c2nnnn2C2CCCCC2)N2CCOCC2)cc1 (stereo not drawn)	0.3%	9.0%	-9.1%	7.8%	-26.3%	13.2%	6.9%	-2.5%	i	1.2
Cc1ccc(-n2ncc3c(=O)n(CC(=O)Nc4cccc(Cl)c4)cnc32)cc1C	0.7%	-1.2%	-15.7%	2.8%	-70.9%	-1.9%	0.4%	-3.3%	i	0.6
Cc1ccc(CNC(=O)CN2CCN(Cc3ccc(Cl)cc3)C2=O)cc1	-2.4%	-11.5%	-40.9%	-8.7%	-8.9%	-20.3%	-12.5%	-9.6%	i	1.0
CSc1cccc(NC(=O)CNC(=O)C2CCCCC2)c1	-1.0%	-5.5%	21.3%	-5.3%	-28.9%	-19.0%	-0.7%	-3.4%	i	0.8
O=[N+]([O-])c1cc(S(=O)(=O)N2CCCCCC2)ccc1Cl	2.6%	1.4%	-42.0%[20 µM]	x	-19.9%	-8.0%	5.7%	-7.7%	i	0.2
CN(C)S(=O)(=O)c1ccc(Cl)c(C(=O)NCc2ccco2)c1	5.5%	-2.2%	2.2%	-2.7%	-2.9%	5.7%	-2.0%	-10.2%	i	8.2
COc1ccc(NC(=O)COC(=O)C2CC3C=CC2C3)cc1 (stereo not drawn)	0.9%	-10.8%	-8.1%	-5.7%	-39.9%	-26.5%	4.5%	-4.2%	i	0.3
COc1ccc2nc(NC(=S)N(C)C)sc2c1	-1.0%	-2.7%	31.2%	-2.2%	-51.7%	-166.3%	-10.3%	-0.8%	i	7.2
COc1cccc(CNc2nc3ccccc3n2CCN2CCCCC2)c1	1.4%	-4.2%	x	x	1.7%	-22.5%	-2.7%	0.3%	i	7.3
CC1CCN(c2ccc(NC(=O)Cc3ccccc3)cc2)CC1	-1.7%	4.6%	-22.1%	15.3%	-53.9%	-30.6%	0.2%	-0.2%	i	0.1
CC(C)OC(=O)CC12CN3CC(CC(=O)OC(C)C)(CN(C1)C(=O)c1ccccc1C3=O)C2=O	0.1%	3.6%	0.2%	-3.2%	4.0%	5.0%	1.3%	-8.8%	i	0.4
CC1=NCCN1CCNC(=O)Nc1cc(C)cc(C)c1	-0.6%	-4.8%	17.7%	4.3%	0.5%	3.5%	4.3%	-5.5%	i	1.1
CCc1ccc(-c2nc3ccc(Br)cc3c(C(=O)O)c2C)s1	6.9%	-5.5%	-36.5%	3.8%	-0.9%	13.9%	1.0%	0.4%	i	0.3
COC(=O)C(CC(C)C)NC(=O)/C=C/c1ccc(Cl)cc1 (stereo not drawn)	1.2%	-2.7%	-26.4%	2.3%	-30.0%	14.6%	7.0%	-3.0%	i	0.8
O=C(O)CCN1C(=O)c2ccc(NC(=O)CSc3ccccc3)cc2C1=O	0.4%	-16.6%	25.6%	-7.2%	9.3%	11.0%	-2.8%	-7.4%	i	0.4
O=C(NCCCN1CCOCC1)/C(=C/c1cccnc1)NC(=O)c1ccccc1	-0.4%	-0.3%	19.4%	-4.7%	-11.2%	5.3%	-5.8%	-7.6%	i	0.5
C#CCN(C(=O)Nc1ccccc1)c1ccccc1	0.6%	-1.9%	-2.0%	2.8%	45.1%	-5.9%	-4.4%	-6.6%	i	0.4
